Compound activity from PubChem BioAssay.
NCI-60 one-dose screen, 48 h, at 10 µM unless noted. Numbers give growth in % (100 = growth as untreated, 0 = no growth, -100 = all killed).
SW-620: SW-620 colon cancer. AID 1794795. 82,000 compounds, 5.2% hits
HCT-116: HCT-116 colon cancer; 82,000 compounds, 7.3% hits
TK-10: TK-10 renal cancer cells; 81,000 compounds, 3.9% hits; AID 1794769
HCC-2998: HCC-2998 colon cancer; 79,000 compounds, 4.7% hits; AID 1794799
786-0: 786-0 renal cancer cells; 81,000 compounds, 5.1% hits; AID 1794775
HT29: HT29 colon cancer. AID 1794748. 81,000 compounds, 7.4% hits
UO-31: UO-31 renal cancer | 81,000 compounds, 5.2% hits | AID 1794768
HCT-15: HCT-15 colon cancer. AID 1794746. 82,000 compounds, 5.2% hits
SN12C: SN12C renal cancer cells; 81,000 compounds, 3.8% hits
* hit, by the source's call; . = no result given. How the source made its calls: active means growth percent below 10; inactive means the rest.

Each structure is followed by: SW-620, HCT-116, TK-10, HCC-2998, 786-0, HT29, UO-31, HCT-15, SN12C
> COc1cc(/C=C2\C(=O)Nc3ccccc32)ccc1OCc1ccccn1
  100.4, 96.1, 151.2, 116.2, 98.7, 98.8, 69.3, 80.0, 97.4
> O=c1c2cc(F)ccc2sc2c(NCCO)nc3ccccc3c12
  102.8, 105.2, 113.7, 116.0, 103.6, 106.7, 77.8, 101.1, 98.4
> CNc1ccc([N+](=O)[O-])cc1
  108.3, 102.4, 106.2, 112.3, 107.7, 108.9, 88.1, 97.8, 110.9
> CCCC(O)c1ccccc1Cl (stereo not given)
  102.5, 99.6, 101.2, 100.5, 96.9, 101.9, 91.9, 97.1, 101.3
> COc1ccc(-c2cc(-c3cccnc3)nc3sc(C(N)=O)c(N)c23)cc1OC
  102.1, 50.6, ., 93.4, 70.0, ., 57.5, 94.4, 96.2
> O=C(CC1c2ccccc2NC(=O)N1Cc1ccccc1)c1ccc(F)cc1 (stereo not given)
  94.0, 97.3, 93.8, 96.1, 94.2, 111.1, 70.0, 93.0, 93.9
> COc1cc(OC)c(/C=C/C(=O)c2ccc(Nc3ncnc4ccccc34)cc2)c(OC)c1
  -66.8*, -33.7*, -17.9*, 38.3, -13.2*, -62.4*, -15.8*, 9.8*, 25.3
> Nc1ccccc1SC1CC(=O)N(c2ccc(Cl)c(Cl)c2)C1=O (stereo not given)
  98.8, 87.4, 137.0, ., 93.9, 96.2, 72.6, 117.5, 114.8
> COc1ccc(-c2nn(-c3cccc(Cl)c3)cc2-c2cc(-c3cccs3)[nH]c(=S)n2)cc1
  61.4, 20.4, 66.7, 37.4, 38.4, 62.2, 24.3, 45.7, 61.1
> COc1cc2nc(SCc3cc(OC)c(OC)c(OC)c3)n(Cc3ccccc3)c(=O)c2cc1OC
  33.5, 14.7, 64.3, 40.9, 36.8, 10.6, 34.7, 20.1, 41.2
> COc1ccc(OC)c(Nc2nnc(-c3ccc(OC)c(OC)c3)o2)c1
  105.8, 108.1, 92.7, 105.4, 95.4, 87.9, 95.5, 98.7, 93.6
> N#Cc1c(-c2ccc(Cl)cc2)nc(NN=Cc2cccc(O)c2)nc1N1CCOCC1
  64.8, 57.9, 79.0, 103.0, 64.3, 69.8, 35.7, 44.7, 78.3
> O=S(=O)(O)c1cccc2c(O)cccc12
  101.9, 104.0, 95.4, 105.9, 106.6, 106.2, 77.7, 101.7, 101.9
> CCN1CCN(c2cc(C(=O)Nc3nc(-c4cc(OC)c(OC)c(OC)c4)cs3)cc(C(F)(F)F)c2)CC1
  65.6, 33.4, 82.4, 43.9, 49.1, 18.3, 37.0, 36.4, 71.8
> CCCCCCC(=O)OCC1CCCO1 (stereo not given)
  111.6, 102.3, 88.9, 112.1, 101.7, 92.4, 98.6, 110.8, 97.4
> CC(C)CC(=O)CC(=O)C(F)(F)F
  101.6, 102.8, 106.3, 107.9, 103.4, 101.9, 87.7, 104.7, 105.2
> COC(=O)c1cc(C)[nH]c2c(C)cc3nc4ccccc4c3c12
  92.2, 75.2, 116.5, 84.6, 98.1, 61.4, 81.1, 73.0, 91.9
> O=C(O)CCC1(CCC(=O)O)CCCC(CCC(=O)O)(CCC(=O)O)C1=O
  108.2, 104.4, 107.6, 101.4, 104.3, 97.3, 84.4, 117.0, 104.1
> O=C(NNC(=O)c1ccccc1Cl)c1ccccc1
  104.0, 117.3, 107.9, 100.8, 110.5, 104.7, 95.8, 114.3, 101.7
> COc1cc(C(=O)c2cc(C)c3[nH]c4ccc(O)cc4c3c2C)cc(OC)c1OC
  31.2, -5.9*, 93.3, 20.6, 13.8, 14.5, 22.2, 8.9*, 25.0

Entries of single compounds, looked up by structure. Order of screens: SW-620	HCT-116	TK-10	HCC-2998	786-0	HT29	UO-31	HCT-15	SN12C
COc1ccc(-c2cc(-c3cccnc3)nc3sc(C(N)=O)c(N)c23)cc1OC in the list: 102.1	50.6	.	93.4	70.0	.	57.5	94.4	96.2
O=C(CC1c2ccccc2NC(=O)N1Cc1ccccc1)c1ccc(F)cc1 (stereo not given) in the list: 94.0	97.3	93.8	96.1	94.2	111.1	70.0	93.0	93.9
COC(=O)c1cc(C)[nH]c2c(C)cc3nc4ccccc4c3c12 in the list: 92.2	75.2	116.5	84.6	98.1	61.4	81.1	73.0	91.9
COc1cc(/C=C2\C(=O)Nc3ccccc32)ccc1OCc1ccccn1 in the list: 100.4	96.1	151.2	116.2	98.7	98.8	69.3	80.0	97.4
O=S(=O)(O)c1cccc2c(O)cccc12 in the list: 101.9	104.0	95.4	105.9	106.6	106.2	77.7	101.7	101.9

Other structures.
Each structure is followed by: SW-620, HCT-116, TK-10, HCC-2998, 786-0, HT29, UO-31, HCT-15, SN12C
> CCN(CC)c1cc(/C=C/c2ccc(OC)c(OC)c2)nc2cc(F)c(F)cc12
  104.3, 24.3, -28.6*, 116.2, -18.7*, 103.1, 75.3, 80.1, 57.0
> O=c1[nH]c2ccc(Br)cc2o1
  102.3, 94.5, 138.5, 111.6, 107.7, 106.7, 88.1, 117.0, 96.5
> O=CC1CCCO1 (stereo not given)
  100.5, 99.8, 113.4, 100.3, 98.4, 113.7, 89.4, 102.2, 103.3
> CC1(C)CC(=O)c2c(nc(Nc3nc4ccccc4s3)nc2-c2ccccc2)C1
  98.3, 81.3, 104.9, 131.9, 89.1, 97.5, 58.6, 98.9, 96.3
> CC1(C(=O)OCc2ccccc2)C(=O)C2=C(CCCC2)N1c1ccc(F)cc1 (stereo not given)
  100.2, 91.5, 91.7, 102.9, 92.4, 94.2, 82.5, 97.6, 99.0
> Cc1cc(OCCO)cc(C)c1Cl
  107.3, 101.4, 122.7, 101.7, 97.3, 112.8, 108.6, 97.6, 98.9
> CCOC(=O)c1c2c(cn1S(=O)(=O)c1ccccc1)-c1nc(N)sc1CC2
  78.1, 72.2, 84.2, 98.6, 79.2, 99.3, 61.6, 91.5, 89.0
> O=C(Nc1ncccc1OCc1ccccc1)Nc1cccc2ccccc12
  84.0, 76.7, 94.3, 95.0, 89.2, 73.3, 84.2, 69.2, 94.1
> NC(=S)N/N=C/c1c[nH]c(=O)[nH]c1=O
  97.7, 102.5, 99.7, 103.7, 99.3, 105.7, 87.2, 109.1, 101.5
> COc1cc(C)cc2oc3oc(=N)c(-c4nc5ccccc5s4)cc3c(=O)c12
  95.8, 86.8, 127.6, 119.9, 99.1, 112.5, 71.0, 92.6, 94.9
> NC(=O)c1nnsc1-c1ccc(-c2snnc2C(N)=O)cc1
  106.0, 102.7, 109.2, 98.7, 91.6, 98.8, 87.5, 104.0, 95.2
> COc1ccc2c(c1)c(C(=O)c1nc(-c3c[nH]c4ccccc34)no1)cn2C
  101.7, 83.7, 106.6, 118.1, 100.1, 92.1, 67.4, 93.2, 98.8
> N#C/C(=C\c1ccc(-c2cccc(C(F)(F)F)c2)o1)c1nc(-c2cccs2)cs1
  100.2, 101.5, 184.8, 113.6, 99.0, 98.1, 72.0, 109.2, 99.1
> O=C(O[C@H](C(=O)O)[C@H](OC(=O)c1ccccc1)C(=O)O)c1ccccc1
  97.1, 101.2, 94.7, 109.2, 108.9, 80.2, 92.1, 109.1, 83.5
> O=C(O)c1cccc(-n2c(O)c(C=C3N=c4ccccc4=N3)sc2=S)c1
  94.7, 103.7, 99.7, 106.0, 103.4, 111.1, 76.8, 103.5, 102.4
> CCN(C(=O)CN1CCN(c2cc(=O)[nH]c3ccc(F)cc23)CC1)c1ccccc1
  103.9, 97.7, 102.9, 102.7, 98.2, 102.6, 75.6, 94.8, 96.3
> Cn1c(=O)c2[nH]c(N/N=C/c3ccccc3C(=O)O)nc2n(C)c1=O
  108.5, 104.1, 95.2, 119.3, 108.0, 109.0, 92.1, 97.5, 103.7
> NC(=O)c1[nH]cnc1/N=N/N1CCCC1
  89.1, 74.3, 72.8, 111.9, 89.2, 102.2, 82.8, 98.5, 97.6
> O=C1N=C(N2CCCCC2)S/C1=C\c1ccc(Cl)cc1
  102.0, 83.5, 106.3, 86.9, 75.5, 103.2, 53.4, 81.1, 87.8
> CC1(C)[C@@H](NCO)CC[C@]2(C)[C@H]3C(=O)C=C4[C@@H]5C[C@](C)(CO)CC[C@]5(C)CC[C@@]4(C)[C@]3(C)CC[C@@H]12
  35.2, 37.8, 106.6, 40.8, 42.8, 13.9, 54.9, 13.6, 72.0

Remaining list, next part
| structure | SW-620 | HCT-116 | TK-10 | HCC-2998 | 786-0 | HT29 | UO-31 | HCT-15 | SN12C |
| --- | --- | --- | --- | --- | --- | --- | --- | --- | --- |
| O=C(Nc1ccc(OS(=O)(=O)c2ccc(F)cc2)cc1)C1CCCCCC1 | 88.9 | 84.5 | 106.8 | 78.9 | 96.6 | 31.6 | 100.5 | 54.7 | 88.9 |
| Cc1ccc2oc(=O)cc(/C=C3/SC(=O)NC3=O)c2c1 | 107.6 | 91.5 | 100.1 | 86.7 | 92.4 | 100.0 | 90.4 | 95.6 | 106.4 |
| COCCOCCOCc1n(Cc2ccc3ccccc3n2)c2ccccc2[n+]1Cc1ccc2ccccc2n1 | 36.2 | 18.9 | 37.6 | 23.2 | 77.8 | 15.3 | 67.3 | 108.5 | 11.4 |
| COc1cc2c3c(c(=O)oc2cc1OS(=O)(=O)c1ccccc1)CCCCC3 | 84.0 | 67.6 | 103.6 | 91.9 | 91.0 | 36.3 | 62.9 | 55.0 | 96.9 |
| O=S(=O)(NCCNc1nccc(-c2c(-c3ccc(F)cc3)nc3sccn23)n1)c1ccccc1 | 60.0 | 29.6 | 73.9 | 69.9 | 66.3 | 35.5 | 31.0 | 40.3 | 53.2 |
| Cc1cccc(C)c1NC(=S)NC=C(C(N)=O)C(N)=O | 98.0 | 110.1 | 93.5 | 108.9 | 110.6 | 107.4 | 88.9 | 109.5 | 99.5 |
| O=C1C(Sc2ccccc2)=C(Cl)CN1Cc1ccccc1 | 98.0 | 115.6 | 105.6 | 107.7 | 102.6 | 105.9 | 87.5 | 102.0 | 102.4 |
| CCC1(O)CCCC2C3CCC4CC(=O)CCC4(C)C3C(=O)CC21C (stereo not given) | 99.3 | 100.0 | 108.6 | . | 102.2 | 109.6 | 78.5 | 120.2 | 92.3 |
| OC(CCCN1CCCCC1)(c1ccccc1)c1ccccc1 | 99.5 | 94.3 | 90.0 | 97.0 | 98.9 | 94.6 | 89.4 | 99.9 | 101.2 |
| Cn1c2ccccc2c2c3c(c4c5ccc(Br)cc5oc4c21)C(=O)N(O)C3=O | 59.3 | 65.7 | 101.1 | 91.8 | 89.8 | 86.6 | -91.6* | 74.6 | 92.7 |
| Cc1ccc(C(=O)/C=C/c2ccc(Oc3ccc(Cl)cc3)cc2)cc1 | 104.4 | 96.8 | 98.0 | 101.7 | 87.6 | 100.9 | 87.6 | 102.9 | 98.5 |
| CS(=O)(=O)c1ccc(NN2C(=O)CSC2c2ccc(F)cc2)cc1 (stereo not given) | 103.8 | 96.0 | 93.3 | . | 97.5 | 99.2 | 100.9 | 102.4 | 100.2 |
| COCCOC(=O)c1cccc(C)c1 | 94.8 | 94.7 | 97.0 | 98.4 | 103.2 | 103.7 | 89.9 | 101.2 | 99.7 |
| Cc1ccc(-c2nc(C#N)c(N(C)C)o2)cc1 | 98.1 | 94.5 | 128.3 | 107.0 | 97.9 | 101.1 | 66.0 | 102.8 | 93.3 |
| CCOC(=O)C12CC=CC(CCC1)/C2=N\Nc1ccccc1 (stereo not given) | 105.5 | 98.4 | 98.8 | 87.9 | 127.2 | 104.0 | 84.0 | 87.6 | 105.1 |
| N#Cc1c(-c2ccc(Cl)cc2)nc(NCCO)[nH]c1=O | 111.8 | 103.9 | 97.9 | 103.2 | 101.0 | 106.0 | 74.5 | 101.6 | 96.2 |
| CC(=O)Nc1ccc(CC#N)cc1 | 106.5 | 100.6 | 107.6 | 115.0 | 112.2 | 96.7 | 82.7 | 103.2 | 97.5 |
| CC(C)N1C(=O)c2ccccc2C(n2c(-c3ccc(C(F)(F)F)cc3)nc3ccccc32)C1=O (stereo not given) | 109.1 | 67.8 | 84.1 | 111.9 | 89.5 | 92.3 | 82.4 | 95.5 | 98.6 |
| CCOc1cccc(/C=N/NC(=O)C(=O)Nc2cccc(C(F)(F)F)c2)c1O | 32.0 | 32.0 | 46.1 | 5.4* | 23.0 | 41.3 | 9.5* | 22.3 | 30.6 |

Ordered by SMILES length (largest number first): part of the list above
| structure | SW-620 | HCT-116 | TK-10 | HCC-2998 | 786-0 | HT29 | UO-31 | HCT-15 | SN12C |
| --- | --- | --- | --- | --- | --- | --- | --- | --- | --- |
| O=S(=O)(NCCNc1nccc(-c2c(-c3ccc(F)cc3)nc3sccn23)n1)c1ccccc1 | 60.0 | 29.6 | 73.9 | 69.9 | 66.3 | 35.5 | 31.0 | 40.3 | 53.2 |
| COCCOCCOCc1n(Cc2ccc3ccccc3n2)c2ccccc2[n+]1Cc1ccc2ccccc2n1 | 36.2 | 18.9 | 37.6 | 23.2 | 77.8 | 15.3 | 67.3 | 108.5 | 11.4 |
| Cn1c2ccccc2c2c3c(c4c5ccc(Br)cc5oc4c21)C(=O)N(O)C3=O | 59.3 | 65.7 | 101.1 | 91.8 | 89.8 | 86.6 | -91.6* | 74.6 | 92.7 |
| CCOc1cccc(/C=N/NC(=O)C(=O)Nc2cccc(C(F)(F)F)c2)c1O | 32.0 | 32.0 | 46.1 | 5.4* | 23.0 | 41.3 | 9.5* | 22.3 | 30.6 |
| Cc1cccc(C)c1NC(=S)NC=C(C(N)=O)C(N)=O | 98.0 | 110.1 | 93.5 | 108.9 | 110.6 | 107.4 | 88.9 | 109.5 | 99.5 |
| OC(CCCN1CCCCC1)(c1ccccc1)c1ccccc1 | 99.5 | 94.3 | 90.0 | 97.0 | 98.9 | 94.6 | 89.4 | 99.9 | 101.2 |
| Cc1ccc(-c2nc(C#N)c(N(C)C)o2)cc1 | 98.1 | 94.5 | 128.3 | 107.0 | 97.9 | 101.1 | 66.0 | 102.8 | 93.3 |
